# NSD2 inh = blocks human histone methyltransferase NSD2. O96028. AID 743445. NSD2 peptide methylation, AlphaScreen, 120 min. hit rate 0.54% among 310,000. inhibition, % at 12.5 µM; in the data active = inhibition above about 50%
# dFosB activator = enhances mouse delta FosB homodimer DNA binding. P13346. purified delta FosB, TAMRA-CDK5 oligo fluorescence polarization; percent of positive-control signal above neutral wells. activation, % at 25 µM. hit rate 0.99% among 340,000. AID 493131;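 active = mean activation above about 17%, with every replicate also reaching it, limit read from the data, passing the limit was not always enough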;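 also: fluorescence polarization rise as delta FosB binds a TAMRA Cdk5 AP-1 oligo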
# Rtt109 Vps75 = C. albicans Rtt109 histone acetyltransferase inhibition. hit rate 0.16% among 330,000. purified Rtt109/Vps75, ThioGlo CoA-SH fluorescence, 4 h. inhibition, % at 34.9 µM. Q5AAJ8. AID 540336;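 active = inhibition of at least 50% in every replicate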
# Target sequence (Q5AAJ8 whole entry, looked up): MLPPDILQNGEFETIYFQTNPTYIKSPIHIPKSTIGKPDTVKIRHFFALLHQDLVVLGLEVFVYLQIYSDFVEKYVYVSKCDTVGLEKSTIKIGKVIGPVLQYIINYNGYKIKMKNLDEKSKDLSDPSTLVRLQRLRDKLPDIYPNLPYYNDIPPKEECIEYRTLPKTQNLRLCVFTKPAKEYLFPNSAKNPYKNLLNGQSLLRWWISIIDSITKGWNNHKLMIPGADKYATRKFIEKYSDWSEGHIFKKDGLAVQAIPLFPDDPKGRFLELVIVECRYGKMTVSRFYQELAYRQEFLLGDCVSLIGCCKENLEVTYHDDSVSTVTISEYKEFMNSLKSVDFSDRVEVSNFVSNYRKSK
# CAL PDZ FP-1 = blocks peptide binding to the human CAL PDZ domain; purified CAL PDZ, TMR-peptide fluorescence polarization, 1 h; inhibition, % at 24.9 µM; hit rate 0.92% among 300,000; AID 602252;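 active = mean inhibition of at least 30% with at least half of replicates also reaching 30%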;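 also: 0% = DMSO neutral control and 100% = excess unlabeled competitor peptide PRC23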
# CAL PDZ FP-2 = inhibitors of human CAL PDZ peptide binding | AID 504414 | inhibition, % at 20 µM | Q9HD26 | purified CAL PDZ, TMR-peptide fluorescence polarization, 1 h | hit rate 0.02% among 330,000;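 active = highest replicate inhibition of at least 40%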;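 also: plate controls were DMSO neutral control wells for no effect and unlabeled competitor peptide control wells for full effect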
#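 System: purified tagged CAL PDZ domain construct (CerCALP). Schedule: 1 h incubation at room temperature before polarization reading. Medium: 25 mM sodium phosphate pH 7.4, 150 mM NaCl, TCEP, IgG, Thesit. Read-out: percent inhibition from loss of millipolarization. Measured by: FP readout, S and P plane fluorescence. Probe or stimulus: fluorescent TMR peptide probe.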
# SR-BI HDL uptake = inhibitors of mouse SR-BI mediated HDL lipid uptake; ldlA[mSR-BI] CHO cells, DiI-HDL uptake fluorescence, 3 h; inhibition, % at 12.5 µM; hit rate 0.96% among 320,000; AID 488896;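 active = mean replicate inhibition of at least 70% and a set share of replicates each scoring 70 or more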;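 also: 0% = median of neutral control wells and 100% = median of positive control wells; values of inactives mirror those of a sister screen read the other way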
# Target sequence (Q61009 whole entry, looked up): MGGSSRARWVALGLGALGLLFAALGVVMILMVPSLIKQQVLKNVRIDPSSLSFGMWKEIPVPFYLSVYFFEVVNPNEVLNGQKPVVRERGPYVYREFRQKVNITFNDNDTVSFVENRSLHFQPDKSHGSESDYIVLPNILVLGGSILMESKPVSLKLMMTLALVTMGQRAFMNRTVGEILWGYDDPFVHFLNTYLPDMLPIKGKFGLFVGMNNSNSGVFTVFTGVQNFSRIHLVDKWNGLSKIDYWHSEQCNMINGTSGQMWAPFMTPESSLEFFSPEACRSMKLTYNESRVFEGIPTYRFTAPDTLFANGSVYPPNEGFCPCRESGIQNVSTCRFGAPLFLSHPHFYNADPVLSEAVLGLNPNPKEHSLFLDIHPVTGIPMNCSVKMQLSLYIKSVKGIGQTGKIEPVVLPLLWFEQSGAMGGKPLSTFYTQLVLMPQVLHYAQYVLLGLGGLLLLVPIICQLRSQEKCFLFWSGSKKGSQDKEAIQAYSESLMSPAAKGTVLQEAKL
# PfHsp90 yeast 2 = reduces growth (ATP signal) of yeast expressing P. falciparum Hsp90. hit rate 0.32% among 310,000. inhibition, % at 9.4 µM. S. cerevisiae expressing PfHsp90, BacTiter-Glo ATP, 48 h; yeast lacking PDR1 and PDR3 efflux regulators;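 active = every replicate shows inhibition above about 80%, whatever the replicate mean, limit read from the data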;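 also: 0% = DMSO neutral controls and 100% = 20 µM radicicol positive controls; yeast relying on Plasmodium falciparum Hsp90 in place of its own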
# MITF act = increases MITF-driven TRPM1 promoter luciferase signal; SK-MEL-5 TRPM1-promoter luciferase, 24 h; % of positive control, neutral wells = 0; activation, % at 12.5 µM; hit rate 0.75% among 300,000; AID 588334;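 active = mean activation of at least 80% with every replicate also reaching 80%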;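 also: 0% = neutral control wells and 100% = parthenolide positive control wells; values of inactives mirror those of a sister screen read the other way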
# PvdQ inh = P. aeruginosa PvdQ acylase inhibition. inhibition, % at 10 µM. AID 488965. hit rate 0.063% among 340,000. purified PvdQ acylase, fluorescence plate reader; in the data active = inhibition above about 30%, passing the limit was not always enough;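 also: 0% = vehicle neutral wells and 100% = reference inhibitor wells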
# SR-BI uptake up = SR-BI HDL lipid transfer activation; CHO ldlA[mSR-BI] cells, DiI-HDL uptake fluorescence, 3 h; 100 = double the neutral-control signal; hit rate 0.096% among 320,000; activation, % at 12.5 µM;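 active = mean replicate activation of at least 60% and every replicate at or above 60%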;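 also: 0% = median plate neutral-control signal and 100% = twice that signal; values of inactives mirror those of a sister screen read the other way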
#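 Material: SR-BI-overexpressing, LDLR-lacking CHO cells; schedule: compound exposure 3 h, 37 °C; reagent: DiI-labelled HDL at 10 µg/mL final; technique: bottom-read fluorescence, 550/595 nm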
# * = called active by the depositor; . = not tested or not shown.
SMILES,NSD2 inh,dFosB activator,Rtt109 Vps75,CAL PDZ FP-1,CAL PDZ FP-2,SR-BI HDL uptake,PfHsp90 yeast 2,MITF act,PvdQ inh,SR-BI uptake up
O=C(NCCN1CCOC1=O)C1CCC(=O)N(CCc2ccc(Cl)cc2)C1 (configuration not stated),1,-2,-3,-4,-1.6,-26,-7,-5,-7,26
Cc1cc(C)n(CC(O)Cn2c3ccc(Br)cc3c3cc(Br)ccc32)c(=O)n1 (configuration not stated),-6,20*,-1,-4,-2.3,39,-7,-11,-6,-39
COC(=O)c1[nH]c2cccc(C)c2c1NC(=O)CN1CCN(c2ccccc2OC)CC1,-1,-7,4,.,-1.2,14,-35,-1,-3,-14
CC(=O)c1c(N=CN(C)C)nc(C)nc1-c1ccccc1,2,2,-10,1,0.2,-7,9,-5,2,7
CCN(CC)S(=O)(=O)c1ccc(C)c(NC(=O)CNc2cccc(S(=O)(=O)N3CCOCC3)c2)c1,-4,-6,4,2,-2.5,-13,.,-5,-17,13
COCCn1c(SCC(=O)Nc2ccc(NC(C)=O)cc2)nc2ccccc2c1=O,10,10,-3,-2,-1.9,-17,1,8,-7,17
CCS(=O)(=O)n1nc(C(=O)N2CCOCC2)nc1N,-2,-1,4,-3,1.1,-14,10,-7,5,14
COc1ccc(OC)c(S(=O)(=O)N2CCC3(CC2)OCCN3S(=O)(=O)c2ccccc2)c1,-6,-8,10,.,-1.4,-5,-1,2,-6,5
CCCNC(=O)CN(CCc1ccccc1)S(C)(=O)=O,42,-1,-9,.,-0.5,1,19,6,-14,-1
CCS(=O)(=O)N1CCN(Cc2ccncc2)CC1,-3,2,-24,2,-1.4,-41,-28,-4,-10,41
COc1ccc(OC)c(CCNC(=O)C(=O)Nc2ccc3nc4n(c(=O)c3c2)CCCCC4)c1,2,11,0,-2,0.9,77*,-20,10,-7,-77
c1ccc2cc(CCO[C@H]3CCCCO3)ncc2c1,.,5,5,-2,0.3,6,12,14,9,-6
CC(C)C(NC(=O)c1ccc2c(c1)OCO2)C(=O)N/N=C/c1cccs1 (configuration not stated),1,-5,1,1,-0.6,-7,4,-3,-28,7
Cc1cc(C)n(CC(=O)O)c(=O)c1[N+](=O)[O-],-4,8,-8,6,0.3,-21,11,0,8,21
Cc1cccc2cc(C3CC(c4ccco4)=NN3S(=O)(=O)c3ccccc3)c(Cl)nc12 (configuration not stated),0,-14,5,0,0.0,-16,-47,1,-20,16
O=C(NC(Cc1ccccc1)C(=O)O)c1ccccc1 (configuration not stated),1,1,9,1,-0.2,-24,0,0,-9,24
COc1cc(/C=N/NC(=O)C(Cc2c[nH]c3ccccc23)NC(=O)OCC(C)C)cc([N+](=O)[O-])c1OCc1ccccc1 (configuration not stated),0,3,-3,-5,-2.2,21,-7,11,0,-21
COc1ccccc1C(=O)COC(=O)c1nc(Cl)ccc1Cl,-2,-5,-6,.,-0.2,21,-18,-19,0,-21
COCCn1c(N)c(C(=O)Nc2sc3c(c2C(=O)OC)CCCC3)c2nc3ccccc3nc21,1,2,-3,2,0.4,.,-17,16,10,.
COC(=O)Cn1c(C(=O)N2CCCC2)cc2c1C[C@H]1CN(C(=O)c3ccccc3)[C@@](Cc3ccc(F)cc3)(C(=O)OC)[C@@H]21,.,-3,0,5,-1.0,11,5,10,-10,-11
COc1cc(/C=N/NC(=O)C(N)=O)ccc1OC(=O)c1cccs1,1,7,-6,-2,-2.4,1,-21,0,-12,-1
Cc1cccc(NC(=O)Nc2cccnc2)c1C,-1,4,-5,.,-1.3,10,0,-4,-13,-10
O=C(CCc1n[nH]c(=O)[nH]c1=O)N/N=C/c1ccco1,3,-4,.,1,-1.6,-22,-9,0,3,22
Nc1nc(-c2ccc3c(c2)CCO3)cs1,-4,-7,23,-1,-3.0,-16,.,52,-19,16
COC(=O)CSc1nnc(-c2ccccc2OC)o1,-4,-7,-10,7,.,-3,.,-8,-10,3

# The last 3 compounds of the part above lead into the next.
SMILES,NSD2 inh,dFosB activator,Rtt109 Vps75,CAL PDZ FP-1,CAL PDZ FP-2,SR-BI HDL uptake,PfHsp90 yeast 2,MITF act,PvdQ inh,SR-BI uptake up
O=C(CCc1n[nH]c(=O)[nH]c1=O)N/N=C/c1ccco1,3,-4,.,1,-1.6,-22,-9,0,3,22
Nc1nc(-c2ccc3c(c2)CCO3)cs1,-4,-7,23,-1,-3.0,-16,.,52,-19,16
COC(=O)CSc1nnc(-c2ccccc2OC)o1,-4,-7,-10,7,.,-3,.,-8,-10,3
COc1cccc(C2Nc3c(F)cc(Br)cc3C3C=CCC32)c1OC (configuration not stated),1,-14,-34,18,-0.4,-37,-35,-5,-6,37
Cc1ccccc1NS(=O)(=O)c1ccc(C(=O)NCC(c2ccccc2)N(C)C)cc1 (configuration not stated),0,-8,29,5,-2.2,-16,-1,6,17,16
COc1c(Cl)cc(C(=O)NCc2ccco2)cc1Cl,.,1,-3,2,1.1,7,11,-2,-10,-7
CC[C@]12c3[nH]c4cc(CCC(=O)N(C)C)ccc4c3CCN1C(=O)[C@@H](CC(=O)NCCC1=CCCCC1)C[C@@H]2C(=O)N1CCN(C(=O)c2ccco2)CC1,.,-2,6,-1,-1.3,16,11,-15,0,-16
Cc1nc(SCC(=O)NCC2CCCO2)c2c3c(sc2n1)CCCC3 (configuration not stated),-2,-7,12,-3,-3.4,-4,17,-13,-4,4
O=C(Cn1c(O)c(/C=C2\C=Nc3ccc(Br)cc32)sc1=O)N1CCCC1,0,-4,-3,26,1.6,3,-14,4,-5,-3
Cc1ccc(/C=C(\NC(=O)c2ccccc2)C(=O)OCc2ccccc2)cc1,-2,-10,-2,-2,-1.0,30,-12,0,16,-30
CCCOCn1cc(F)c(=O)[nH]c1=O,-1,-1,-7,0,0.7,-12,15,4,-12,12
COc1c(C)cc(C(=O)C2CCCN(S(=O)(=O)N(C)C)C2)cc1C (configuration not stated),-5,-3,8,0,-0.6,10,-2,-6,1,-10
NC(=O)C1CCN(C(=O)c2ccc(Cl)c(S(=O)(=O)NCc3ccco3)c2)CC1,-1,5,16,4,0.0,-11,13,4,4,11
Cc1nc2ncnn2c(N2CCN(C(=O)c3cccc(F)c3)CC2)c1Cc1ccccc1,8,-7,-4,.,0.0,-5,22,-8,-13,5
CCN1C(=O)N[C@H](c2ccc(Br)cc2)C(C(C)=O)=C1C,.,1,5,-1,-0.2,10,-20,-1,-6,-10
COc1ccc(CN2C(=O)c3ccccc3C2=O)cc1C(=O)N(C)CC(=O)Nc1c(C)cccc1C,0,-11,6,-5,-1.2,37,-1,-3,-15,-37
CCOC(=O)C1CCCN(C(=O)c2sc3nc(-c4ccccc4)cn3c2C)C1 (configuration not stated),-2,-4,2,-4,-0.5,40,12,-8,-14,-40
CCOc1ccc(N(Cc2cc3ccc(C)cc3[nH]c2=O)S(=O)(=O)c2ccccc2)cc1,-4,-10,25,-3,-2.9,-28,7,-32,4,.
COC(=O)c1c(O)c2c([nH]c1=O)CCCC2,-1,4,6,-5,-1.2,-26,15,0,2,26
CCCn1c(=O)c(C(=O)NCCc2ccc(OC)cc2)c(O)c2ccccc21,-2,-9,4,7,-1.7,17,4,.,0,-17
COc1ccc(C(=O)OC(C)C(=O)NC2CCCCC2C)cc1S(=O)(=O)N1CCOCC1 (configuration not stated),29,-3,2,4,-2.4,1,-5,-8,-7,-1
O=C(N/N=C/C1CC=CCC1)c1ccc(Cl)cc1O (configuration not stated),-1,-3,-9,-1,-0.2,-4,-3,-8,-13,4
CC1CCCC(C)N1C(=O)COC(=O)c1cccc(S(=O)(=O)N(C)c2ccccc2)c1 (configuration not stated),1,-9,-2,2,0.8,-9,9,.,-8,9
COC(=O)c1scc(C)c1N1C(=O)c2ccccc2C1=O,-3,-3,-14,-2,0.0,-13,-22,.,-12,13
CCc1ccc2c(c1)cc(CN(C(=S)Nc1ccccc1C)C1CC1)c1nnnn12,.,-5,-7,-7,-1.2,13,33,4,0,-13
O=C1CCN(c2ncccc2[N+](=O)[O-])CC1,0,-5,-2,-1,-1.7,-9,8,9,5,9
Cc1oc2cc(O)ccc2c(=O)c1Oc1ccccc1Br,.,-1,-15,.,-0.6,12,0,-19,-11,-9

# Shown bar-delimited: six of the compounds above.
structure | NSD2 inh | dFosB activator | Rtt109 Vps75 | CAL PDZ FP-1 | CAL PDZ FP-2 | SR-BI HDL uptake | PfHsp90 yeast 2 | MITF act | PvdQ inh | SR-BI uptake up
Cc1nc(SCC(=O)NCC2CCCO2)c2c3c(sc2n1)CCCC3 (configuration not stated) | -2 | -7 | 12 | -3 | -3.4 | -4 | 17 | -13 | -4 | 4
O=C(Cn1c(O)c(/C=C2\C=Nc3ccc(Br)cc32)sc1=O)N1CCCC1 | 0 | -4 | -3 | 26 | 1.6 | 3 | -14 | 4 | -5 | -3
Cc1ccc(/C=C(\NC(=O)c2ccccc2)C(=O)OCc2ccccc2)cc1 | -2 | -10 | -2 | -2 | -1.0 | 30 | -12 | 0 | 16 | -30
CCCOCn1cc(F)c(=O)[nH]c1=O | -1 | -1 | -7 | 0 | 0.7 | -12 | 15 | 4 | -12 | 12
COc1c(C)cc(C(=O)C2CCCN(S(=O)(=O)N(C)C)C2)cc1C (configuration not stated) | -5 | -3 | 8 | 0 | -0.6 | 10 | -2 | -6 | 1 | -10
NC(=O)C1CCN(C(=O)c2ccc(Cl)c(S(=O)(=O)NCc3ccco3)c2)CC1 | -1 | 5 | 16 | 4 | 0.0 | -11 | 13 | 4 | 4 | 11
